Source: PubChem BioAssay (Sanford-Burnham Center for Chemical Genomics)
Jurkat NFkB inh – inhibitors of induced NF-kB luciferase reporter, primary screen, TCR NF-kB activation inhibitor project, cell-based, luminescence, uHTS; Jurkat, PMA/ionomycin-induced NF-kB luciferase reporter; 330,000 compounds, 0.53% hits; inhibition, % at 4 µM; in the data active = inhibition above about 50%
697 NFkB inh – inhibitors of PMA/ionomycin-induced NF-kB reporter, 697 cells, primary screen, B-cell NF-kB inhibitor project, cell-based, luminescence, uHTS. 697 B-cell NF-kB luciferase reporter, 16 h. inhibition, % at 4 µM. 330,000 compounds, 0.33% hits. AID 435022, 2010; in the data active = inhibition above about 35%
tim23-1 inh – growth inhibitors of tim23-1 mutant yeast, primary screen, luminescence, uHTS; S. cerevisiae tim23-1 growth, BacTiter-Glo luminescence, 24 h; inhibition, % at 20 µM; 330,000 compounds, 1.3% hits; AID 463212, 2010;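 active = growth inhibition of the mutant yeast at or above 50%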;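 also: temperature-sensitive mutant grown at 25 °C; plate controls were DMSO-treated mutant yeast for no effect and medium wells lacking yeast for full effect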
UPR CHOP act – activators of apoptotic CHOP UPR arm, primary screen, cell-based, CHO-CHOP luciferase reporter, luminescence, uHTS; UPR activation; percent of tunicamycin response over DMSO baseline; activation, % at 10 µM; 330,000 compounds, 0.34% hits; AID 449763, 2010;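 active = at 10 µM dose, activation of 40% or more, normalized to positive control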;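 also: 100% = tunicamycin at 10 µg/mL and 0% = DMSO alone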
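System: CHO-CHOP luciferase reporter cell line | Buffer or medium: F12 medium containing 10% fetal bovine serum | Doses: One dose, 10 µM in 0.5% DMSO | Times: 6 h compound exposure at 37 °C after overnight seeding | Signal: Luciferase luminescence | Read-out: % activation vs tunicamycin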
XBP1 UPR activ – activators of adaptive XBP1 UPR arm, primary screen, cell-based, CHO-XBP1 luciferase reporter, luminescence, uHTS | IRE1-XBP1 UPR activation; percent of tunicamycin response, DMSO as zero | 330,000 compounds, 0.33% hits | activation, % at 20 µM;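 active = versus positive control, 20 µM dose yields 30% or more activation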;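 also: 100% = tunicamycin at 10 µg/mL and 0% = DMSO only wells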
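Assay system: CHO-XBP1 luciferase reporter cells; Schedule: 6 h treatment, 37 °C; Detection: glow luminescence from Steady-Glo reagent; Benchmarks: high control tunicamycin 10 µg/mL final, low control DMSO vehicle only.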
APJ antag – antagonists of human apelin receptor APJ, primary screen, CHO-K1 cells, beta-arrestin complementation, luminescence; inhibition, % at 20 µM; 330,000 compounds, 0.32% hits;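 active = inhibition above about 40% at 20 µM, limit read from the data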;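 also: cells challenged with 10 nM apelin-13 agonist together with compound; plate controls were apelin-13 plus DMSO wells for no effect and DMSO wells lacking apelin-13 for full effect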
Mdm2 MdmX PPI – inhibitors of human Mdm2-MdmX association, primary screen, cell-based, luminescence, split luciferase, SaOS-2, uHTS; inhibition, % at 8 µM; 330,000 compounds, 3% hits; SaOS-2 split-luciferase Mdm2/MdmX complementation; Protein Mdm4 (Homo sapiens) + E3 ubiquitin-protein ligase Mdm2 (Homo sapiens), …;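 active = inhibition of at least 50% at 8 µM in the primary screen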
Target sequence (O15151 whole entry, looked up): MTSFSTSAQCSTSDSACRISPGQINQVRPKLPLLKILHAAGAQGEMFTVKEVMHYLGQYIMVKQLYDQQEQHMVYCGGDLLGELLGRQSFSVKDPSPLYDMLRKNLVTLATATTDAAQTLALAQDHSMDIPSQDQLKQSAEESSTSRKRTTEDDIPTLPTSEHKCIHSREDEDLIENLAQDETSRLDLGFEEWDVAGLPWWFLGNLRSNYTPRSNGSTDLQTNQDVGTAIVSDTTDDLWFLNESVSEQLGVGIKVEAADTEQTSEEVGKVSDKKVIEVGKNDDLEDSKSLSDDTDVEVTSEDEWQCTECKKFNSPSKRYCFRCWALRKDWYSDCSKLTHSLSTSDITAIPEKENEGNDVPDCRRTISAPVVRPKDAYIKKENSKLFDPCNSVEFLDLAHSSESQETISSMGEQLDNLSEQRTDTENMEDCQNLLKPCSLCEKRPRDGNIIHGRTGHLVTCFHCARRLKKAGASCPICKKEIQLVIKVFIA
Target sequence (Q00987 whole entry, looked up): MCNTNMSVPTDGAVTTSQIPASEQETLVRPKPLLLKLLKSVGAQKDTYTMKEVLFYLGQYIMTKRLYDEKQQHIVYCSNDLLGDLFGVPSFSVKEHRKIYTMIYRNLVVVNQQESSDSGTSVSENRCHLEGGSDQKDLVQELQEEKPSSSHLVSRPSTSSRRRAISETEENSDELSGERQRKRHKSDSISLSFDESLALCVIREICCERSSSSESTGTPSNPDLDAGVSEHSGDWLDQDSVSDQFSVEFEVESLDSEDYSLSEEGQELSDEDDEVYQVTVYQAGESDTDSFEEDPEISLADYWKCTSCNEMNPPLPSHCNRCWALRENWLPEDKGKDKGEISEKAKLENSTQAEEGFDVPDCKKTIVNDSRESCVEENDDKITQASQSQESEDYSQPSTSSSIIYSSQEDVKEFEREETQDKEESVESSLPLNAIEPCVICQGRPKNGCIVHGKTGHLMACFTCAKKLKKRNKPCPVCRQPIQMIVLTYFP
APJ ag – agonists of human apelin receptor APJ, primary screen, CHO-K1 cells, PathHunter beta-arrestin, luminescence. 0% DMSO wells, 100% apelin. activation, % at 20 µM. 330,000 compounds, 0.11% hits. AID 2520, 2010;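 active = activation more than six SD over the plate average, tested at 20 µM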;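 also: 0% = DMSO alone and 100% = apelin-13 at 10 nM; some results filed as inactive read as strong as hits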
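Material: CHO-K1 APJ beta-arrestin complementation cell line; Input: cell density 1000 per well; Incubation: compound stimulation 90 min at 25 °C, detection 60 min; Signal: luminescence from split beta-galactosidase complementation, Galacton Star/Emerald II substrate; Controls: DMSO-only wells as negative, 10 nM Apelin-13 as positive control.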
Numbers without * were called inactive.

SMILES	Jurkat NFkB inh	697 NFkB inh	tim23-1 inh	UPR CHOP act	XBP1 UPR activ	APJ antag	Mdm2 MdmX PPI	APJ ag
COC(=O)c1ccc(C)c(NC(=O)CCc2cc(OC)c(OC)c(OC)c2)c1	11	0	14	-1.9	0	4	2	0
COCCN(CCOC)c1nc(N)c2c(N)nc3c(c2c1C#N)CC(=O)N3Cc1ccc(Cl)cc1	35	-19	3	6.0	0	-39	28	2
Cc1ccc(C(=O)NC(=S)NNC(=O)COc2ccc([N+](=O)[O-])cc2)cc1	6	-5	-5	1.8	-4	-3	0	-2
Cc1ccc(-n2nnnc2C(=Cc2ccc(N(C)C)cc2)c2nnnn2-c2ccc(C)cc2)cc1	3	15	33	-1.1	2	17	-2	2
O=C(Nc1ccccc1C(=O)N1CCCCC1)c1ccco1	-11	-6	17	0.7	0	11	5	-2
CC(=O)Nc1nnc(CCN2CCCCC2)s1	-8	-1	-8	-2.0	-2	-2	0	-2
CN(C)C(=O)CSc1nnc(C23CC4CC(CC(C4)C2)C3)o1	-46	-43	14	4.2	2	-21	-22	-2
COCC(=O)Nc1ccc(S(=O)(=O)Nc2cc(C)nc(C)n2)cc1	14	18	0	-1.4	-1	3	20	-4
CC(C)Oc1ccc(C(CCN)C2CCCCC2)cc1 (stereo not given)	56*	8	1	3.9	7	8	88*	-2
Cc1c(C(=O)NCCN(C)C)oc2ccc(S(=O)(=O)N3CCCC3)cc12	-2	12	14	2.1	1	4	-10	-4
COc1ccc(OCC(O)CNS(=O)(=O)c2cccs2)cc1 (stereo not given)	-9	-2	11	0.6	2	3	4	-3
COc1cccc(C2C([N+](=O)[O-])=C(N)Oc3cc(C)oc(=O)c32)c1 (stereo not given)	9	-1	10	4.7	2	15	7	-5
CSc1ncccc1C(=O)OCc1ccccc1	-41	-25	5	4.6	2	0	-1	-4
CCCCN(C(=O)c1cnc(C)cn1)c1c(N)n(CCC)c(=O)[nH]c1=O	2	16	0	-2.5	-3	-5	15	-2
c1ccc(CNCc2ccco2)cc1	4	12	11	-0.2	-1	16	-4	-3
Cc1c(C=N)c(O)n(C)c(=O)c1C#N	-41	-1	4	0.1	-3	-5	-21	2
COc1ccc(S(=O)(=O)N2CCC(=O)N2)cc1	-5	5	-11	0.3	-2	46*	-12	-15
CCOc1ccc(CN2CCNC(=O)C2CC(=O)N(C)Cc2nonc2C)cc1 (stereo not given)	1	18	8	-3.2	-3	7	5	-2
CNC(=O)C(=O)NCC(c1cccs1)S(=O)(=O)c1ccc(C)cc1 (stereo not given)	0	-23	2	-0.2	-3	18	-5	2
CCN1CCN(S(=O)(=O)c2ccc(Cl)c(C(=O)Nc3ccccc3N3CCCC3)c2)CC1	13	0	7	0.4	-4	8	-16	7
CC(C)c1nnc(NC(=O)C2CCCN2C(=O)Nc2ccccc2)s1 (stereo not given)	10	8	14	-0.3	-2	12	13	2
O=c1c2c3c(sc2[nH]c(=S)n1Cc1ccco1)CCC3	9	-31	37	2.4	0	10	3	-5
CCOC(=O)CCSCC(=O)Nc1cc(C)on1	12	13	8	-2.7	-2	0	3	-2
O=C1NCN(c2ccccc2)C12CCN(CCCC(c1ccc(F)cc1)c1ccc(F)cc1)CC2	-2	3	10	1.5	3	35	99*	2
CC(C)[C@H](NC(=O)c1cc2cc(Cl)ccc2n1C)C(=O)N1CCC(C(=O)O)CC1	2	5	5	0.8	-2	-7	15	-4
Next section.
SMILES	Jurkat NFkB inh	697 NFkB inh	tim23-1 inh	UPR CHOP act	XBP1 UPR activ	APJ antag	Mdm2 MdmX PPI	APJ ag
Clc1cc2nc[nH]c2cc1Cl	-27	-7	9	-1.2	2	-9	8	1
COc1ccc(C(=O)CCS(=O)(=O)c2ccc(F)cc2)cc1OC	-11	-4	8	44*	-9	4	19	2
CC(=O)c1ccc(NC(=O)c2ccc(CNc3c(N4CCCC4)c(=O)c3=O)cc2)cc1	10	6	7	0.2	0	-5	-17	1
Cc1ccc2nc(-c3ccc4c(c3)OCCO4)cc(C(=O)O)c2c1	-5	-18	-1	-2.3	-2	7	0	-5
COc1ccc(S(=O)(=O)NC(C)C(=O)NCc2cccnc2)cc1C (stereo not given)	-4	-5	2	-0.8	-2	31	4	-1
CCOc1ccc(-n2c(O)c(/C=N/Nc3nc(C)cc(C)n3)c3ccccc3c2=O)cc1	14	16	33	9.0	3	16	65*	-3
CC(C)N(C(=O)c1ccc(-c2ccccc2F)cc1)C(C)C	17	1	36	0.4	-3	15	-9	-4
Cc1ccc(CNc2ncnc(N)c2[N+](=O)[O-])cc1	-16	-19	14	-1.1	6	-23	46	-1
Cc1cc(S(=O)(=O)Nc2c(C(=O)O)[nH]c3ccccc23)ccc1F	-2	-4	18	-0.4	-1	10	13	3
Cc1cccc(C2CC(c3ccc(F)cc3)Nc3nc(N)nn32)c1 (stereo not given)	-18	15	-1	-0.1	-2	6	14	-2
CCn1c(CNc2ccc(Cl)cc2)nnc1SCc1ccc(C)cc1	4	10	-5	0.7	-3	6	31	-2
COC(=O)c1ccc(NC(=O)c2cccc(C)c2)cc1	-22	-66	17	4.4	-3	-24	-31	1
CCOC(=O)c1[nH]c(C)c(CN(CCc2ccccc2)S(C)(=O)=O)c1C	-5	-6	21	-0.5	0	-19	13	-3
COc1cccc(C(=O)N2CCCN(C)CC2)c1OC	1	0	3	-2.4	-5	10	1	-3
COc1cc(NC(=O)[C@@H](NC(=O)N2CCn3c2nc2ccccc23)C(C)C)cc(OC)c1	1	-10	4	1.9	-7	13	24	0
Cc1ccc(S(=O)(=O)N2CCC(C(=O)OCC(=O)N(C)C3CCCCC3)CC2)cc1C	6	14	17	1.2	1	12	-2	-3
CC(C)c1ccc(CNNC(=O)c2ccccc2)cc1	-45	-49	16	6.1	3	-4	-19	-4
Fc1ccccc1/C=N/Nc1nn[nH]n1	-1	9	-4	-4.9	-1	5	18	-4
c1coc(C2Nc3cccc4cccc(c34)N2)c1	10	-22	45	0.0	3	-16	33	8
Cc1c(Cl)c(C(F)(F)F)nn1CC(=O)N1CCSCC1	0	0	19	-1.0	-2	0	9	-3
Cc1sc2nc(CSC(C)C(=O)N3CCOCC3)[nH]c(=O)c2c1C (stereo not given)	7	-5	-14	-1.0	-7	14	10	-6
Nc1nc(-c2ccc(Br)cc2)cc(C(F)(F)F)n1	-8	-36	-4	0.9	-1	9	-30	-7
S=C(NCc1ccc(Cl)cc1)Nc1ccc(Cl)cc1Cl	9	-3	1	1.5	0	-23	15	-3
Cc1nc(NS(=O)(=O)c2ccccc2)sc1NC(=O)Nc1ccccc1	-2	11	27	0.0	-3	-84	-14	5
C=CCn1c(SCC(=O)NC2CC2)nnc1-c1ccccn1	15	2	0	0.9	0	-10	-2	9

The list goes on (five carried over from the part before).
SMILES	Jurkat NFkB inh	697 NFkB inh	tim23-1 inh	UPR CHOP act	XBP1 UPR activ	APJ antag	Mdm2 MdmX PPI	APJ ag
Cc1sc2nc(CSC(C)C(=O)N3CCOCC3)[nH]c(=O)c2c1C (stereo not given)	7	-5	-14	-1.0	-7	14	10	-6
Nc1nc(-c2ccc(Br)cc2)cc(C(F)(F)F)n1	-8	-36	-4	0.9	-1	9	-30	-7
S=C(NCc1ccc(Cl)cc1)Nc1ccc(Cl)cc1Cl	9	-3	1	1.5	0	-23	15	-3
Cc1nc(NS(=O)(=O)c2ccccc2)sc1NC(=O)Nc1ccccc1	-2	11	27	0.0	-3	-84	-14	5
C=CCn1c(SCC(=O)NC2CC2)nnc1-c1ccccn1	15	2	0	0.9	0	-10	-2	9
COc1ccc2oc3cc(C)[n+]([O-])c(-c4ccc(Cl)cc4)c3c2c1	6	-17	40	-1.8	-3	11	7	0
Cn1nc(C(=O)OCc2ccc(F)cc2)c2ccccc2c1=O	7	-20	12	-0.8	3	-1	-2	0
COC(=O)c1cc(C(=O)Nc2ccc(S(N)(=O)=O)cc2)cc([N+](=O)[O-])c1	1	23	7	1.7	-2	-15	-19	1
CCOC(=O)Cn1nnnc1C(C(C)C)N(Cc1cc2c(C)cc(C)cc2[nH]c1=O)C1CCCC1 (stereo not given)	9	12	22	2.5	-1	-9	42	-2
CCn1c(SCC(=O)N2CCCC2)nnc1-c1ccco1	2	5	1	0.1	3	19	23	2
CCOC(=O)/C(C#N)=C/c1c(Oc2cccc(C)c2)nc2ccccn2c1=O	-9	0	18	1.1	-2	-5	15	0
COc1ccccc1CNC(=O)CSc1nc(-c2ccccc2)cn1N	-11	-20	13	-0.1	-1	3	9	-5
C[C@H](NC(=O)c1ccc(Br)cc1)C(=O)NCc1ccc(S(N)(=O)=O)cc1	9	13	12	-0.5	3	7	0	-1
COc1ccccc1CCC(=O)NNC(=O)c1ccc(Br)cc1	1	9	-12	-0.5	-2	10	30	0
Cc1nnc(NC(=O)c2ccccc2C(=O)O)s1	6	12	-6	0.1	-3	-6	5	-2
COC(=O)c1ccc(NC(=O)c2cccc(NC(=O)c3ccco3)c2)cc1	5	1	6	2.9	-4	-9	32	1
C/C(Cc1ccccc1)=N\NC(=O)CNC(=O)Cc1ccc(Cl)cc1	-5	6	0	-0.7	1	-1	-4	-1
COc1ccc(S(=O)(=O)N2CCOCC2)cc1NC(=O)CNC(=O)c1cccs1	5	22	7	-1.0	0	-2	-5	0
CCCC1(C)Nc2ccccc2-c2nc3ccccc3n21 (stereo not given)	-49	-49	36	0.9	0	-12	-7	-1
CCOc1ccc(NC(=O)Cn2nc(-c3ccccc3Cl)n(CC)c2=S)cc1	-9	-3	-26	-2.6	0	-11	11	-1
CCN1C2=C(C(=O)CCC2)C(c2ccc(O)c(Br)c2)C2=C1CCCC2=O	14	14	5	1.2	-1	-8	-2	-2
CC(=O)N[C@@H](C)C(=O)N1CCN(S(=O)(=O)c2ccc(Cl)cc2)CC1	4	8	-3	0.9	0	-3	-5	-2
OCCC1CN(Cc2nc3ccccc3s2)CCN1CCc1ccccc1 (stereo not given)	4	11	18	-0.5	-2	-11	-17	-3
COc1ccc(S(=O)(=O)N(C)C[C@H]2Oc3ccc(NC(=O)C4CC4)cc3C(=O)N([C@H](C)CO)C[C@@H]2C)cc1	17	23	10	2.3	1	8	9	0
CCCN(CCC)S(=O)(=O)c1ccc(C(=O)Nc2cccnc2)cc1	-7	6	2	-1.5	-1	-1	9	0
NCCCCCc1nnc(SCc2ccccc2Cl)o1	5	27	5	-2.5	2	13	25	-5
O=C(CN1C(=O)C2CCCCC2C1=O)OCc1nnc(-c2ccccc2)o1 (stereo not given)	-5	3	27	-1.1	1	3	1	-1
CCCCNC(=O)c1onc(CSc2ccccc2C)c1C(=O)O	5	14	4	-1.7	-2	-52	9	-6
O=C1CCC([N+](=O)[O-])C(c2cc3c(cc2Br)OCO3)N1 (stereo not given)	-8	-3	10	-0.4	-2	-7	16	-6
CN(C)CCNC(=S)Nc1ccc(-c2nc3ccccc3[nH]2)cc1	-114	-98	1	-0.1	-9	-23	-75	0
